CHO-K1 Ca ag = counter-screen for M1 agonists: effect in parental CHO-K1 cells | Fluo-8 calcium fluorescence; scaled to maximal ATP response, vehicle zero | 0.48% of 360,000 active | activation, % at 3 µM; in the data active = activation above about 15%;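 note: untransfected CHO-K1 host cells lacking M1 receptor as counterscreen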
CHO parental Ca = ATP-evoked calcium signal inhibitors, parental CHO, primary screen, counter-screen for OX1R antagonist project, cell-based, fluorescence, Fluo-8 calcium dye; 0.63% of 330,000 active; AID 463079, 2010; parental CHO-K1, ATP-induced calcium, Fluo-8 fluorescence; inhibition, % at 5.6 µM;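 active = inhibition above that plate's mean sample inhibition plus 3 SD, cut at about 26% in these data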;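 note: 0% = ATP-challenged DMSO wells and 100% = DMSO wells without ATP; some compounds past the cut are filed as inactive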
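material = parental CHO cells | also added = ATP as calcium-mobilizing challenge | dosing = single point at 5.6 µM | detection = intracellular calcium via Fluo-8 no-wash fluorescent dye | read-out = % inhibition | benchmarks = low control ATP plus DMSO, high control DMSO only | repeats = one well per compound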
M1 antag = human M1 muscarinic receptor antagonists, primary screen, CHO-K1 cells, Fluo-8 calcium fluorescence, 1536-well; 1.3% of 360,000 active; CHO-K1 hM1, ACh EC80 antagonist; Muscarinic acetylcholine receptor M1 (Homo sapiens), P11229; inhibition, % at 3 µM;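 active = percent inhibition above its own plate's cutoff, namely the mean of that plate's compound wells plus 3 SD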;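 note: peak over basal fluorescence ratio during 140 s after agonist addition; 0% = ACh EC80 plus DMSO and 100% = DMSO alone without agonist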
Target sequence (P11229 whole entry, looked up): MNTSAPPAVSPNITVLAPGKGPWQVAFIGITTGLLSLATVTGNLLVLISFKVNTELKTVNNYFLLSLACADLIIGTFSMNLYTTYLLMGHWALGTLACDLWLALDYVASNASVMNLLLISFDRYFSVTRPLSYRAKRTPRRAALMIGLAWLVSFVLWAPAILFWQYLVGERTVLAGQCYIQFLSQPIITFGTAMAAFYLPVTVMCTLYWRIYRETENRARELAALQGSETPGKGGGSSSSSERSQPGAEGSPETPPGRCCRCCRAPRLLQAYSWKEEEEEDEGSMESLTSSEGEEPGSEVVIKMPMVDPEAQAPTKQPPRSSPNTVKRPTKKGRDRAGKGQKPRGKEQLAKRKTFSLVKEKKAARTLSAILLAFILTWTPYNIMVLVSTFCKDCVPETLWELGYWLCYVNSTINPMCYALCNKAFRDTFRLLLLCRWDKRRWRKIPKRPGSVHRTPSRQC
CHRM1 PAM = human M1 muscarinic receptor positive allosteric modulators, primary screen, CHO-K1 cells, Fluo-8 calcium fluorescence, 1536-well; CHO-K1 hM1, ACh EC20; 0% = ACh EC20, 100% = maximal ACh; Muscarinic acetylcholine receptor M1 (Homo sapiens), P11229; AID 588819, 2011; activation, % at 3 µM; 0.088% of 360,000 active; in the data active = activation above about 19%, passing the limit was not always enough
OXTR potentiate = human OXTR potentiators, primary screen, fluorescence, CHO-OTR cells, Fluo-8 calcium; activation, % at 3 µM; Fluo-8 calcium fluorescence, potentiator mode; 0% = oxytocin EC15, 100% = EC100; 0.061% of 320,000 active; AID 2445, 2010;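 active = activation above that plate's cutoff, the mean activation of tested compounds plus 3 SD, cut at about 6.6% in these data, passing the limit was not always enough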;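 note: 100% uses oxytocin at 75 nM as the full agonist control; some results filed as inactive read as strong as hits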
Target sequence (P30559 whole entry, looked up): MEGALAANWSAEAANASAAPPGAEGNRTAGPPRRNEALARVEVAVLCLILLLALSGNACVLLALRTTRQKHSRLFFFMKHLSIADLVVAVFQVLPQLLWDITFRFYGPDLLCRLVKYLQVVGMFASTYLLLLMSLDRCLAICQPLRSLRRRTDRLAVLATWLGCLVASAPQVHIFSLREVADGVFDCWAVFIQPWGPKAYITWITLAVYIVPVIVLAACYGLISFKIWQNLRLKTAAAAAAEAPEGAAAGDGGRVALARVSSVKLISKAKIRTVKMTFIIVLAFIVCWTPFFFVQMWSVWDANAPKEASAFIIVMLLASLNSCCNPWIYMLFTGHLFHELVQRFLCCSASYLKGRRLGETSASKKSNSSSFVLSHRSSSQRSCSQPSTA
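System: human OTR in CHO cells; Also added: sub-maximal oxytocin, roughly EC15; Timing: compound 6 min at room temperature before oxytocin, 100 s read; Technique: Fluo-8 intracellular calcium fluorescence, ex 470-495, em 515-575 nm; Controls: oxytocin EC15 low and EC100 high; Replication: singlicate.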
CHRM4 agonist = human M4 muscarinic receptor agonists, primary screen, CHO-K1 cells, Fluo-8 calcium fluorescence. Muscarinic acetylcholine receptor M4 (Homo sapiens), P08173. CHO-K1 hM4/Gqi5; vehicle 0%, full acetylcholine response 100%. activation, % at 3 µM. 0.14% of 360,000 active. AID 624127, 2012;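 active = activation above the run mean over all test wells plus 3 SD, cut at about 32% in these data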;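 note: peak over basal fluorescence ratio per well then scaled between controls; 0% = DMSO wells and 100% = acetylcholine at EC100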
CHO-K1 Ca antag = M1 antagonist counterscreen hit in parental CHO-K1 cells; inhibition, % at 3 µM; ATP-induced calcium, Fluo-8 fluorescence; 0.6% of 360,000 active;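 active = inhibition above a per-plate cutoff, the plate's mean sample inhibition plus 3 SD, cut at about 24% in these data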;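 note: 0% = DMSO plus EC80 ATP and 100% = DMSO alone without ATP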
M4 antag = human M4 muscarinic receptor antagonists, primary screen, CHO cells, Fluo-8 calcium fluorescence; Muscarinic acetylcholine receptor M4 (Homo sapiens), P08173; CHO-hM4 cells, ACh EC80; inhibition, % at 3 µM; 0.73% of 360,000 active; AID 624125, 2012;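 active = inhibition above its plate's cutoff, the mean inhibition of sample wells plus 3 SD, cut at about 27% in these data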;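 note: 0% = acetylcholine EC80 with DMSO and 100% = DMSO without agonist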
M1 ag = human M1 muscarinic receptor agonists, primary screen, Fluo-8 calcium fluorescence, CHO-K1 cells, HTS. AID 588814, 2011. Muscarinic acetylcholine receptor M1 (Homo sapiens), P11229. 0.33% of 360,000 active. activation, % at 3 µM. CHO-K1 hM1, agonist mode; 0% DMSO, 100% acetylcholine EC100;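 active = activation above the run's mean compound activation plus 3 SD, cut at about 16% in these data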;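 note: peak over basal fluorescence ratio within a 140 s kinetic read after compound addition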
Starred values were filed as active, the others as inactive; . = no result given. Random draw from the library. Share with any hit: about 2.9%.

No.	smiles	CHO-K1 Ca ag	CHO-K1 Ca antag	M4 antag	OXTR potentiate	M1 antag	CHRM4 agonist	M1 ag	CHO parental Ca	CHRM1 PAM
1	O=C(CNC(=O)c1sc2ccccc2c1Cl)NCc1cccnc1	0.3	5.7	-9.4	-7.2	-15.8	3.1	-6.0	-15.0	14.8
2	O=C(NC1=NCCS1)c1cccc(F)c1	10.3	3.0	4.2	-9.8	-3.1	2.0	-6.6	-1.2	2.4
3	O=C(CCc1ccc(S(=O)(=O)N2CCOCC2)cc1)Nc1ccc2c(c1)OCCO2	1.3	-11.2	-2.4	-6.5	-16.6	2.3	-4.6	-7.7	18.3
4	C/C(=N/OCO/N=C(\C)c1ccccc1)c1ccccc1	-0.1	8.6	1.4	-4.5	-2.4	-2.5	-6.3	-10.1	4.0
5	O=C(O)c1ccc(N2CCN(C(c3ccccc3)c3ccccc3)CC2)c([N+](=O)[O-])c1	-0.5	-11.9	0.1	-4.3	-3.1	1.1	-5.3	3.9	4.5
6	CN(C)c1ccc(/C=C2\NC(=S)N(Cc3ccccc3)C2=O)cc1	27.4*	53.4*	44.5*	-34.5	68.3*	.	47.3*	70.7*	-17.5
7	CCn1c(=O)c2ccccc2n(Cc2ccc([N+](=O)[O-])cc2)c1=O	-0.2	-6.4	-4.3	-6.3	-8.6	0.9	-3.0	-15.9	6.4
8	CC(Sc1nccn1C)C(=O)Nc1ccccc1 (stereo unspecified)	1.2	-9.9	-5.0	-13.7	-12.2	0.9	-1.7	-1.7	13.0
9	COc1ccc(C(=O)COC(=O)CCNS(=O)(=O)c2ccc(NC(C)=O)cc2)c(OC)c1	2.6	-8.7	-4.7	-4.1	-13.4	2.5	0.1	-8.1	11.1
10	COc1ccc(C(=O)Nc2ccc3c(c2)OCCO3)cc1[N+](=O)[O-]	1.4	-3.1	-4.7	-6.1	-7.4	2.8	-12.1	-9.7	6.0
11	CCCCn1c(Cn2nc(C(=O)O)c3ccccc3c2=O)nc2cc(S(N)(=O)=O)ccc21	-0.7	-9.9	-8.4	-11.0	-11.1	-0.4	-8.4	-3.1	14.9
12	CCOC(=O)C1(Cc2cccc(OC)c2)CCN(Cc2cccc(O)c2)CC1	3.0	-1.0	-3.9	-3.3	9.3	2.7	-4.8	-11.0	-2.1
13	COC(=O)c1ccc2c(c1)N(C)S(=O)(=O)c1cnc(SCC(=O)C(C)(C)C)nc1-2	0.1	-7.3	-9.2	2.2	-23.4	0.1	-1.1	0.3	20.0
14	Clc1ccccc1CNCc1ccncc1	2.3	-14.7	5.4	-15.2	-12.7	2.8	-3.1	2.7	6.5
15	Cc1ccc(NC2=C(Cl)C(=O)OC2OC(=O)c2ccccc2C)cc1 (stereo unspecified)	1.4	-6.1	1.8	.	-1.5	2.9	-9.3	.	-11.9
16	O=c1cnnc(Nc2ccccc2F)[nH]1	-0.6	-4.7	14.9	-8.0	-1.8	0.6	-2.6	11.1	7.4
17	CCOc1ncccc1C(=O)OCc1ccc(Cl)cc1	0.0	-5.4	7.4	-0.9	-4.6	-1.7	-12.4	-22.4	2.3
18	CCc1nc2c(OCC(=O)c3ccc(F)cc3)cccn2c1N(C)C(=O)C(C)C	1.6	-11.0	-2.5	.	-16.8	2.9	-7.7	.	8.7
19	CCOC(=O)c1ccc(NCc2ccc3c(c2)OCO3)cc1	0.1	6.6	-8.9	-14.0	4.4	2.3	-1.1	-2.5	2.2
20	Cc1cc(C)c(S(=O)(=O)NCCc2cc3ccc(C)c(C)c3[nH]c2=O)c(C)c1	0.5	-4.2	-4.4	-4.3	4.8	-0.2	-5.0	-17.9	9.0
21	O=C(NCCN1CCOCC1)C(=O)NCc1ccc2c(c1)OCO2	0.1	-19.0	2.3	-5.1	-3.4	0.9	-7.5	-11.6	9.3
22	O=C(CSc1nc(O)cc(=O)n1-c1ccccc1)Nc1nc2ccccc2s1	3.6	4.6	11.4	-4.0	12.6	20.5	0.4	-3.1	-4.2
23	COc1ccc(NC(=O)c2ccc(C(=O)Nc3ccc(OC)cc3OC)cc2)c(OC)c1	1.9	-11.8	-3.9	-2.8	-6.4	3.3	-7.7	-15.7	13.7
24	N#CC1=C2SCCN2C(=O)C(C#N)C12CCCCC2 (stereo unspecified)	-0.1	25.3*	8.9	-11.7	10.5	0.5	-3.7	-3.3	-3.1
25	Cc1ccc(-c2nn(-c3ccc(F)cc3)cc2C(=O)NCC(c2cccs2)N2CCOCC2)cc1 (stereo unspecified)	0.3	8.0	2.5	-5.6	-9.5	0.4	-2.0	-7.5	7.2
26	C=C1CC(C(=O)N/N=C/c2ccc(O)cc2)C1	0.0	25.1*	3.4	4.5	12.7	1.5	-4.9	-5.0	-8.3
27	Cc1nn(-c2ccc(F)cc2)c(C)c1CN1CCN(CCc2ccccc2)C(CCO)C1 (stereo unspecified)	-0.1	-7.6	2.8	-6.2	6.8	-0.6	-6.9	-42.0	-9.1
28	Cc1cc(C)c(S(=O)(=O)n2c([N+](=O)[O-])cnc2C)c(C)c1	0.0	-16.3	-3.8	-3.3	-11.2	1.1	-3.9	-6.6	8.2
29	Cc1c(C(=O)/C=C/N(C)C)nnn1-c1ccc(Cl)cc1Cl	0.4	-2.5	3.4	2.0	-9.0	0.8	-2.2	-11.3	11.8
30	CCOC(=O)Cc1csc(NC(=S)NC(=O)CC(C)C)n1	1.5	-0.2	-3.4	-4.2	11.8	2.5	-4.1	-3.0	-3.2

A second format for some results above:
4. C/C(=N/OCO/N=C(\C)c1ccccc1)c1ccccc1
1. O=C(CNC(=O)c1sc2ccccc2c1Cl)NCc1cccnc1
assay / compound	4	1
CHO-K1 Ca ag	-0.1	0.3
CHO-K1 Ca antag	8.6	5.7
M4 antag	1.4	-9.4
OXTR potentiate	-4.5	-7.2
M1 antag	-2.4	-15.8
CHRM4 agonist	-2.5	3.1
M1 ag	-6.3	-6.0
CHO parental Ca	-10.1	-15.0
CHRM1 PAM	4.0	14.8

(listing goes on)
No.	smiles	CHO-K1 Ca ag	CHO-K1 Ca antag	M4 antag	OXTR potentiate	M1 antag	CHRM4 agonist	M1 ag	CHO parental Ca	CHRM1 PAM
31	CC(C)C(NC(=O)c1c(F)cccc1F)C(=O)NCC(c1ccccc1)N(C)C (stereo unspecified)	0.2	-6.5	-5.0	-15.1	-3.9	0.3	-0.7	-8.9	9.2
32	CSc1ccc(S(=O)(=O)Nc2ccc(N3CCOCC3)c(Cl)c2)cc1	8.7	-8.5	1.4	-8.6	-1.6	13.2	2.5	-2.1	-8.1
33	COc1ccc(NC(=O)CCOc2ccc(C)cc2)cc1S(=O)(=O)N1CCCCC1	2.7	-0.5	-13.5	-9.7	-6.7	7.8	1.9	-26.7	3.1
34	COc1cc(/C=C/C(=O)NCCn2c(C)cc3ccccc32)cc(OC)c1OC	4.3	-12.7	-6.2	-7.6	-3.4	9.4	-2.9	-0.8	-3.1
35	CCCOc1ccc(N2C(=O)CC(SCCN)C2=O)cc1 (stereo unspecified)	0.3	3.6	2.7	-3.0	3.2	2.1	-3.9	2.7	1.4
36	O=C(CNC1=NCCC1)c1ccc(Cl)cc1	-0.9	6.2	-0.5	-4.4	-9.8	0.6	-5.8	-8.1	15.2
37	CC(=O)c1c(C)[nH]c(C(=O)OCc2nc3ccsc3c(=O)[nH]2)c1C	1.5	-6.3	7.6	-7.7	-6.7	3.1	-3.0	-9.7	7.8
38	O=C(c1cccc(-c2ccccc2)c1)N1CC[C@@H](N2CCC(O)CC2)[C@H](O)C1	0.5	1.1	-2.3	-0.8	-7.5	1.0	-3.7	-12.7	6.4
39	Cc1nnc(N/N=C/c2cc(C)n(-c3ccc(F)cc3)c2C)n1N	0.0	-6.1	4.2	-3.3	-2.5	1.0	-10.6	-9.8	5.0
40	CCOC(=O)CNS(=O)(=O)Cc1ccccc1	0.4	-10.8	-4.1	-5.6	-1.1	1.8	-2.0	-3.0	6.2
41	Cc1ccccc1-n1c(SCC(=O)NC(N)=O)nc2sc(-c3ccccc3)cc2c1=O	-0.1	1.4	-10.0	-4.2	-12.1	2.4	-6.1	0.5	9.3
42	Cc1ccc(-n2nc(C)c(C(=O)N3CCN(C(=O)c4ccco4)CC3)c2-n2cccc2)cc1	0.0	-19.9	-9.2	-3.4	-9.6	1.2	-6.0	-18.8	8.3
43	CCOc1c(/C=C(\C#N)C(N)=O)c2ccccc2n1CC	1.1	12.5	-11.5	0.5	7.4	5.0	-7.4	-27.3	0.1
44	O=C1C=C(NCc2ccncc2)CC(c2ccccc2)C1 (stereo unspecified)	2.4	-4.8	-8.2	-5.3	-41.8	0.6	-3.5	-12.3	1.9
45	Nc1c(Cl)cc2c(c1Oc1ccccc1)C(=O)c1ccccc1C2=O	0.5	4.2	8.7	1.3	-20.3	4.0	4.9	-20.7	12.9
46	CCCCCCN1CCN(C2CN(Cc3ccc(C)cc3)S(=O)(=O)C2)CC1 (stereo unspecified)	1.7	-2.2	5.2	.	7.4	1.4	-10.0	.	-6.2
47	O=C(CCc1nc(-c2ccccc2F)no1)NCCN1CCc2ccccc2C1	0.7	-9.1	-1.6	-2.1	-32.2	2.2	-4.9	-33.0	2.4
48	CCOC(=O)c1c(C(C)(C)C)oc2ccc(OCC#N)cc12	0.3	-11.9	-1.4	-14.2	27.8*	-1.6	-4.0	-48.4	-17.2
49	CCOc1ccc(NC(=O)CC2C(=O)N(c3ccccc3)C(=O)N2CCc2cccs2)cc1 (stereo unspecified)	2.3	8.0	18.1	-1.5	8.2	7.2	-5.9	-12.3	-0.3
50	CCN(C(=O)c1cccs1)c1nnc(-c2ccncc2)s1	0.7	2.3	-3.3	-5.4	0.0	-0.3	-2.8	4.0	2.1
51	COc1ccc2c(c1)CCCC21SC(NC(C)=O)=NN1C(C)=O (stereo unspecified)	0.4	-17.2	0.4	1.5	-9.5	1.0	-7.1	-19.0	2.0
52	CC(OC(=O)CN(C)S(=O)(=O)c1ccc(Cl)cc1)C(=O)Nc1ccc(N2CCOCC2)cc1 (stereo unspecified)	1.7	-7.7	6.2	.	-10.0	2.5	-3.1	.	11.5
53	O=C(NCCc1ccccn1)C1CCCN(S(=O)(=O)Cc2ccccc2)C1 (stereo unspecified)	-0.3	2.4	1.8	-14.3	-25.1	0.3	-4.6	23.6	5.3
54	O=C(CSc1nncs1)Nc1ccc(Cl)cn1	0.8	-12.0	3.7	-0.3	-8.0	0.3	-5.0	-5.9	9.0
55	O=C(CC(=O)c1cc(Cl)ccc1O)c1ccccc1	0.3	-6.9	-8.5	2.2	-10.4	-0.2	-6.0	-20.8	3.5
56	Cc1cccc(Nc2ncnc3c2cnn3C)c1	0.3	29.5*	-7.3	2.3	4.8	0.7	2.0	0.6	6.1

Single entries from the entries so far:
Reading of #38 in CHO-K1 Ca ag: 0.5
Reading of #31 in OXTR potentiate: -15.1
